ABHD5 PLIN5 PPI – blocks binding of human ABHD5 to perilipin-5. Split G. princeps luciferase complementation, luminescence, 4 h. 360,000 compounds, 0.78% hits. inhibition, % at 4 µM. Q00G26+Q8WTS1;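 active = inhibition above the mean inhibition across every tested compound plus 3 SD, cut at about 22% in these data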;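 also: 0% = DMSO only wells and the 100% control is not disclosed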
Target sequence (Q00G26 whole entry, looked up): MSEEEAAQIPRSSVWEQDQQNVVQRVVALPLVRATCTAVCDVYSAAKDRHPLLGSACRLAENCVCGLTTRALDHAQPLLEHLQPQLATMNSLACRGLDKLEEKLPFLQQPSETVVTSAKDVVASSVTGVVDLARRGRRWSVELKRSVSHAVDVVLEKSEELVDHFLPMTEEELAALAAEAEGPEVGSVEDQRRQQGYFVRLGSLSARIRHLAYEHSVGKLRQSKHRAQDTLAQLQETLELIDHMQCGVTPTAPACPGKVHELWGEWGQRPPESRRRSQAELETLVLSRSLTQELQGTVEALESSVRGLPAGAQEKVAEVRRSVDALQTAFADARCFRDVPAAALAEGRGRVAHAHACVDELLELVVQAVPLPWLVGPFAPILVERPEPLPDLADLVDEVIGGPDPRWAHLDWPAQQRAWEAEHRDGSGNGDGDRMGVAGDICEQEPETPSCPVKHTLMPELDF
Target sequence (Q8WTS1 whole entry, looked up): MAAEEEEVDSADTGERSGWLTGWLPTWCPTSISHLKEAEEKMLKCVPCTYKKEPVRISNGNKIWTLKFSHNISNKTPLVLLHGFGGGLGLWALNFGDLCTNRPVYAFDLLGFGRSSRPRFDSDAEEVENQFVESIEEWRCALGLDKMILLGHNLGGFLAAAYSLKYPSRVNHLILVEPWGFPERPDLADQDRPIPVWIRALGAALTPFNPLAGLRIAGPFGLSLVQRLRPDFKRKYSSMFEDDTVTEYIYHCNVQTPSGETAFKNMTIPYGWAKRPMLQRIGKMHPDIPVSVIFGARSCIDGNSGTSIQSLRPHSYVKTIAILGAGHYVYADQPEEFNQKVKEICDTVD
ABCB6 inh MLPCN – human ABCB6 transporter inhibition; 360,000 compounds, 0.19% hits; K562-ABCB6 porphyrin accumulation, flow cytometry, 1 h; hits give low values; Q9NP58; fluorescence ratio to DMSO, % at 10 µM;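 active = fluorescence ratio to DMSO below 75%, the collection mean minus 3 SD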;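 also: signal is porphyrin accumulated inside mitochondria; 100% equals median channel fluorescence of DMSO control wells; lower ratio means ABCB6 inhibition with less porphyrin fluorescence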
Granule exo inh – blocks lytic granule exocytosis | TALL-104 LAMP-1 surface exposure, flow cytometry; cells stimulated with thapsigargin and PMA | inhibition, % at 10 µM | 360,000 compounds, 0.66% hits | AID 651702;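 active = inhibition above about 55%, limit read from the data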
NOD2 RIPK2 PPI – blocks binding of human NOD2 to RIPK2. O43353. CHO BLA complementation NOD2-RIPK2, CCF4 ratio. inhibition, % at 4.98 µM. 360,000 compounds, 0.38% hits; in the data active = inhibition above about 21%;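 also: 0% = vehicle only and 100% = reference blocker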
aDG glyco up – increases alpha dystroglycan glycosylation; activation, % at 10 µM; AID 624168; Pro5-aDG cells, alpha-DG glycosylation AlphaScreen (IIH6); 0% Pro5, 100% B10-LARGE cell signal; 360,000 compounds, 0.22% hits;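 active = activation of at least 8% versus controls, or a plate z-score of at least 8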;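 also: Pro5 are CHO cells carrying HIG-tagged alpha-DG that lacks glycosylation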
MC4R barr agon – activates human MC4R beta-arrestin recruitment. P32245. U2OS MC4R beta-arrestin complementation, luminescence; percent of melanotan II response, DMSO zero. activation, % at 8.9 µM. 360,000 compounds, 0.98% hits. AID 540308;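 active = activation above a per-plate cutoff, the mean activation of sample wells on that plate plus 3 SD, cut at about 8% in these data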
Vif inh – blocks HIV Vif function; HEK293T cells, Vif self-association by quenched fluorescence, imaging, 24 h; inhibition, % at 7.49 µM; 340,000 compounds, 0.35% hits; in the data active = inhibition above about 50%, passing the limit was not always enough; also: some results filed as inactive read as strong as hits
TLR9-MyD88 inh – blocks human TLR9 binding to MyD88. Q9NR96+Q99836. CHO BLA complementation TLR9-MyD88, CCF4 FRET ratio. inhibition, % at 4.98 µM. 340,000 compounds, 0.21% hits. AID 504734;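 active = inhibition above the mean over all tested compounds plus 3 SD, cut at about 21% in these data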;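 also: 0% = DMSO only wells and 100% = clavulanate BLA inhibitor control wells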
MC4R antagonist – human MC4R antagonism in cAMP assay; P32245; MC4R-expressing cells, MTII-stimulated cAMP, LANCE TR-FRET; inhibition, % at 6.5 µM; 360,000 compounds, 0.48% hits; AID 540295;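 active = inhibition above its plate's cutoff, the mean of tested wells on that plate plus 3 SD, cut at about 29% in these data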;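 also: 0% = Melanotan II alone and 100% = Melanotan II plus saturating MCL0020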
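Test system: U2OS cells stably expressing human melanocortin 4 receptor (MC4R); also added: Melanotan II challenge; compound: 6.5 µM single dose; timing: 30-min compound preincubation, 1-h Melanotan II challenge, 1-h detection, room temperature; signal: Eu-cAMP/anti-cAMP TR-FRET, emission 671 nm; repeats: one well per compound, no replicates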
N-glyco inh – N-linked glycosylation inhibition; 360,000 compounds, 0.23% hits; D54 ERlucT glycosylation luciferase reporter, 24 h; percent of 100 nM tunicamycin response; AID 588692; reporter increase, % at 12.5 µM;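 active = mean luciferase reporter signal, scaled so untreated is 0 and the glycosylation-blocking control 100, at or above a set limit in every replicate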;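 also: luciferase carries N-glycosylation sites so blocking glycosylation raises the light; 0% = median of neutral control wells and 100% = median of 100 nM tunicamycin wells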
* = called active by the depositor; . = no result given.

SMILES | ABHD5 PLIN5 PPI | ABCB6 inh MLPCN | Granule exo inh | NOD2 RIPK2 PPI | aDG glyco up | MC4R barr agon | Vif inh | TLR9-MyD88 inh | MC4R antagonist | N-glyco inh
COc1ccc(-c2csc(NC(=O)CSc3nnc(Nc4ccccc4C)s3)n2)cc1 | -11 | 102 | -4 | -8 | 0.4 | -3.3 | 17 | -6 | 2 | -4
COC(=O)N1c2ccccc2CCc2ccccc21 | 0 | 93 | 0 | -13 | 0.0 | -2.4 | -8 | -4 | 6 | 0
Cc1ccc(S(=O)(=O)Oc2ccccc2/C=C2/SC(=O)NC2=O)cc1 | -2 | 101 | 1 | 7 | 0.0 | -1.5 | -7 | -3 | 0 | 1
C=CCn1c(SCc2c(F)cccc2Cl)nnc1-c1ccco1 | -8 | 83 | -2 | 0 | -0.1 | 0.6 | -1 | -2 | -3 | -6
CC1CCN(C(=O)CN(c2cccc(F)c2)S(C)(=O)=O)CC1 | -1 | 101 | 0 | -5 | 0.1 | -1.1 | -2 | 8 | 3 | 0
Cc1ccc(S(=O)(=O)NC(=O)C2(C)CCN2C(=O)Cc2ccc(-c3ccccc3)cc2)nc1 (configuration not stated) | -6 | 103 | -8 | 1 | -0.4 | -1.2 | 9 | . | 10 | 3
CCN1C(=O)C2C(c3ccc(O)c(OC)c3)NC(C)(C(=O)OC)C2C1=O (configuration not stated) | -4 | 97 | -1 | -7 | 0.2 | -0.2 | -3 | 3 | 0 | 1
CC1CC(C)CN(CCC(=O)Nc2ccc3c(c2)CCC3)C1 (configuration not stated) | 4 | 98 | 6 | -6 | -0.2 | 0.1 | -11 | 2 | 0 | -2
Cc1ccc2cc3c(NC(=O)CC(C)C)nn(C)c3nc2c1 | 0 | 96 | -1 | 1 | 0.3 | 0.7 | -7 | -8 | 15 | -1
Cc1cc(=O)[nH]c2c1c(=O)[nH]n2C1CC(C)N(C)CC1C (configuration not stated) | -6 | 115 | -4 | -19 | -0.2 | -3.5 | . | 3 | -1 | 2
COc1ccc(OCC(O)CN(C)C(=O)/C=C/c2cccc([N+](=O)[O-])c2)cc1 (configuration not stated) | 2 | 102 | -1 | 0 | -0.3 | -2.3 | -1 | -9 | -2 | 0
CCC(=O)Nc1cccc(-n2nnnc2SCC(=O)c2ccc(C)c(C)c2)c1 | -3 | 98 | -5 | -10 | 0.8 | -1.0 | -1 | 1 | 14 | -5
O=C1CC(C(=O)N(CC2CCCO2)C(C(=O)NC2CCCCC2)c2ccncc2)CS1 (configuration not stated) | 5 | 99 | 3 | -11 | 0.3 | 1.9 | 4 | -2 | 13 | 3
CC1Cc2nc(SCC(=O)Nc3ccc4c(c3)OCO4)n(CCc3ccccc3)c(=O)c2S1 (configuration not stated) | 8 | 92 | 14 | -8 | -0.2 | -0.1 | -8 | 13 | 11 | -1
CN1C(=O)c2c(sc3c2CC(C)(C)SC3)N2CCN=C12 | -4 | 101 | -6 | -8 | 0.1 | 1.7 | . | 5 | 0 | 2

Six entries already listed, arranged by the value under ABCB6 inh MLPCN, largest number first:
smiles | ABHD5 PLIN5 PPI | ABCB6 inh MLPCN | Granule exo inh | NOD2 RIPK2 PPI | aDG glyco up | MC4R barr agon | Vif inh | TLR9-MyD88 inh | MC4R antagonist | N-glyco inh
Cc1cc(=O)[nH]c2c1c(=O)[nH]n2C1CC(C)N(C)CC1C (configuration not stated) | -6 | 115 | -4 | -19 | -0.2 | -3.5 | . | 3 | -1 | 2
Cc1ccc(S(=O)(=O)NC(=O)C2(C)CCN2C(=O)Cc2ccc(-c3ccccc3)cc2)nc1 (configuration not stated) | -6 | 103 | -8 | 1 | -0.4 | -1.2 | 9 | . | 10 | 3
COc1ccc(-c2csc(NC(=O)CSc3nnc(Nc4ccccc4C)s3)n2)cc1 | -11 | 102 | -4 | -8 | 0.4 | -3.3 | 17 | -6 | 2 | -4
CN1C(=O)c2c(sc3c2CC(C)(C)SC3)N2CCN=C12 | -4 | 101 | -6 | -8 | 0.1 | 1.7 | . | 5 | 0 | 2
Cc1ccc2cc3c(NC(=O)CC(C)C)nn(C)c3nc2c1 | 0 | 96 | -1 | 1 | 0.3 | 0.7 | -7 | -8 | 15 | -1
CC1Cc2nc(SCC(=O)Nc3ccc4c(c3)OCO4)n(CCc3ccccc3)c(=O)c2S1 (configuration not stated) | 8 | 92 | 14 | -8 | -0.2 | -0.1 | -8 | 13 | 11 | -1

(continued)
SMILES | ABHD5 PLIN5 PPI | ABCB6 inh MLPCN | Granule exo inh | NOD2 RIPK2 PPI | aDG glyco up | MC4R barr agon | Vif inh | TLR9-MyD88 inh | MC4R antagonist | N-glyco inh
O=S1(=O)C=C(SCCN2CCCC2)c2ccccc21 | -4 | 80 | 0 | -2 | 0.1 | -2.1 | . | 0 | 4 | -4
Cc1cc(NS(=O)(=O)c2ccc(NC(=O)COc3ccc(C#N)cc3)cc2)nc(C)n1 | 1 | 97 | 4 | -10 | 0.2 | -2.7 | 19 | 1 | 2 | 3
CC1=NN(C(=O)CCc2ccccc2)C(c2ccccc2)C1 (configuration not stated) | 0 | 106 | -2 | -1 | 0.0 | -0.1 | . | 6 | 1 | -2
O=C(CCN1C(=O)/C(=C/c2ccc(F)cc2)SC1=S)NC1CCS(=O)(=O)C1 (configuration not stated) | -2 | 99 | -1 | 3 | 0.2 | -3.5 | -2 | 12 | 1 | 2
O=C(NNS(=O)(=O)c1ccc(F)cc1)C1CCN(Cc2cccc(F)c2)CC1 | -7 | 101 | 2 | -16 | 0.0 | -1.6 | . | 6 | 0 | 0
CCNC(=O)c1cc2c(c(-c3cccc(-c4ccccc4F)c3)n1)[C@H](CCO)N(C(=O)CC)C2 | 3 | 102 | 11 | -1 | -0.2 | . | . | . | . | .
CCOC(=O)NC(=O)CN1C(=O)NC2(CCc3ccccc32)C1=O (configuration not stated) | 1 | 96 | -13 | -4 | -0.2 | 1.7 | -9 | 2 | 0 | 2
O=C(CSc1ccc2nnc(-c3ccccn3)n2n1)Nc1ccccc1C(F)(F)F | -2 | 95 | 12 | -4 | 0.0 | -0.5 | . | -1 | 11 | 1
COc1ccc(-c2csc(C(NC(C)=O)c3ccccc3)n2)cc1 (configuration not stated) | 1 | 94 | -20 | -4 | 0.1 | -2.5 | -3 | . | 0 | 1
CC(C)(C)OC(=O)NCCc1onc(-c2ccccc2F)c1C(=O)O | 10 | 100 | 6 | -7 | 0.1 | 0.1 | . | -11 | 6 | 0
O=C(COC(=O)c1ccc(Br)cc1)NC(=O)NCc1ccccc1 | -3 | 98 | -4 | -7 | -0.1 | 5.6 | -3 | 7 | 6 | 2
O=C(COc1cc(F)ccc1[N+](=O)[O-])N1N=C(c2cccs2)CC1c1ccco1 (configuration not stated) | -2 | 93 | 4 | -6 | -0.1 | -4.9 | -3 | -3 | 4 | -2
O=C(C[N+]12CC[N+](CC(=O)c3ccc(F)cc3)(CC1)CC2)c1ccc(F)cc1 | -6 | 91 | -1 | -7 | -0.1 | -1.7 | -11 | -6 | 4 | 2
Cc1onc(-c2c(F)cccc2Cl)c1C(=O)N[C@@H]1C(=O)N2C(C(=O)O)C(C)(C)S[C@H]12 (some centres not stated) | -9 | 108 | 1 | -5 | 0.2 | -0.8 | -3 | -3 | 11 | 2
COCCN1C[C@@H](CO)O[C@@H](n2cnc3c(N4CCOCC4)ncnc32)C1 | -1 | 98 | -4 | -10 | 0.4 | -1.6 | . | . | 3 | 2
N#CC1=C(N)Oc2cc(O)ccc2C1c1ccc(Br)s1 (configuration not stated) | 3 | 103 | 12 | 13 | -0.1 | 1.4 | 17 | -1 | 17 | 0
Cc1ccc(OCC(=O)Nc2nnn(C)n2)c(C)c1 | -4 | 94 | 1 | 5 | -0.1 | -1.3 | 0 | 2 | 3 | 2
O=C(NCc1ccccn1)c1cn(-c2ccccc2)nc1-c1ccc(Cl)cc1 | -3 | 102 | 8 | -2 | 0.0 | 4.9 | -1 | -9 | 10 | 4
Cc1cccc(C(=O)Nc2ccc(C(=O)N/N=C/c3cccnc3)cc2)c1 | -2 | 96 | -1 | 4 | -0.1 | -0.4 | 9 | 4 | -11 | 0
O=C(Cc1c(F)cccc1Cl)Nc1cc(S(=O)(=O)N2CCOCC2)ccc1N1CCCC1 | 2 | 101 | 7 | 8 | -0.1 | -0.5 | 25 | 0 | 9 | 0
C#CCOCCOCCOCCNc1nc(N2CCOCC2)nc(N2CCN(C(=O)[C@H](Cc3cc4ccccc4[nH]3)n3cc([C@@H](N)CC(C)C)nn3)CC2)n1 | 16 | 100 | -12 | 0 | -0.1 | 0.2 | -5 | -13 | 3 | -5
O=C(Nc1ccccc1)N1CCN(c2ccc(C(F)(F)F)cn2)CC1 | -1 | 87 | 1 | 5 | 0.5 | 0.1 | -7 | 4 | 5 | 1
Cc1cc(C)nc(N=Nc2c(O)n(Cc3ccc(Cl)cc3)c3ccccc23)n1 | 0 | 94 | 5 | -4 | 0.2 | -2.2 | -5 | 4 | -7 | -6
O=C(Cn1ncc2c3ccccc3n(Cc3ccc(Cl)cc3)c2c1=O)NCCCN1CCCC1=O | 8 | 88 | 0 | -2 | 0.1 | -0.6 | 0 | 5 | -1 | -1
O=C(CCCN1C(=O)/C(=C\c2cccs2)SC1=S)Nc1ccccc1O | -1 | 89 | 3 | -17 | 0.2 | 8.9* | 5 | 6 | -3 | 0
C=CCn1c(COc2ccccc2)nnc1SCC(=O)C(C)(C)C | -3 | 94 | -2 | -3 | -0.1 | 1.4 | 4 | -6 | 9 | -1
O=C(NNS(=O)(=O)c1ccccc1C(F)(F)F)c1cccc(S(=O)(=O)Nc2ccccc2Cl)c1 | -1 | 97 | -6 | -6 | 0.2 | -3.3 | -8 | 8 | 11 | 1
CCOc1ccc(-n2cnc3sc4c(c3c2=O)CCCC4)cc1 | 8 | 101 | -6 | -3 | 0.1 | 0.7 | -5 | . | 3 | 0
O=C1COc2ccc(C(=O)COC(=O)Cc3ccsc3)cc2N1 | -1 | 98 | -1 | -11 | 0.6 | -1.5 | 2 | -7 | 22 | 0
CC(=O)Nc1ccc(S(=O)(=O)Nc2ccc(S(=O)(=O)N3CCCCCC3)cc2)cc1 | 7 | 96 | -5 | -1 | -0.3 | -0.3 | 3 | -13 | -1 | -2
CN(CC(=O)Nc1ccccc1C(F)(F)F)C(=O)Cn1c(=O)oc2ccccc21 | -2 | 99 | -4 | 8 | 0.1 | -1.6 | -9 | -5 | 2 | 1
C#CCOCCOCCOCCNc1nc(N2CCN(C(=O)[C@H](Cc3ccc(O)cc3)n3cc([C@@H](N)C(C)CC)nn3)CC2)nc(N2CCN(C(=O)[C@H](Cc3cc4ccccc4[nH]3)n3cc([C@@H](N)C(C)CC)nn3)CC2)n1 (some centres not stated) | 25* | 96 | 9 | -2 | -0.5 | 0.3 | 1 | 10 | -4 | 0

Screening data deposited in PubChem by several laboratories.

This is a subset. The share of hits here may be higher or lower than overall.
